Screening results as filed in PubChem BioAssay.
proCasp7 act: counter-screen: procaspase-7 (human) activation. activation, % at 8.5 µM. 0.093% of 330,000 active. recombinant procaspase-7, Ac-DEVD-pNA absorbance 405 nm; D23A/D198A/D206A triple mutant, cannot self-cleave; scale: DMSO 0, 5 µM enzyme 100. P55210;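 active = percent activation above the screen-wide mean plus 3 SD, cut at about 25% in these data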
Target sequence (P55210 whole entry D23A/D198A/D206A): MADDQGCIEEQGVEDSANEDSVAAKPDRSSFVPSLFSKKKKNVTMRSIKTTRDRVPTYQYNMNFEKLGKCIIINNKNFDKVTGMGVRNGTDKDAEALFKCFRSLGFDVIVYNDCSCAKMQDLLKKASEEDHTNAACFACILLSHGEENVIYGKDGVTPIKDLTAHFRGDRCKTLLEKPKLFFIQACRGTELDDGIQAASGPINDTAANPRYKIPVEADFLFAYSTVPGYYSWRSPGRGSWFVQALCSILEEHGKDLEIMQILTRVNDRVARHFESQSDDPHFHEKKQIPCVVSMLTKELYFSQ
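System: Procaspase-7 triple mutant (PC-7 D3A); measure: % activation from two-timepoint absorbance difference, scaled to controls; times: 1 h compound preincubation, 2 h substrate cleavage, 25 °C; also added: Ac-DEVD-pNA substrate, 400 µM as added; measured by: Epi-absorbance of released pNA at 405 nm, two timepoints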
PP1 inh: blocks human PP1-alpha phosphatase, a PP5 counter-screen | purified PP1alpha, OMFP fluorescence | inhibition, % at 6.7 µM | 0.9% of 320,000 active | AID 2235;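 active = inhibition above the mean inhibition of all tested compounds plus 3 SD, computed separately for each screening campaign, cut at about 15% in these data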
Target sequence (P62136 whole entry, looked up): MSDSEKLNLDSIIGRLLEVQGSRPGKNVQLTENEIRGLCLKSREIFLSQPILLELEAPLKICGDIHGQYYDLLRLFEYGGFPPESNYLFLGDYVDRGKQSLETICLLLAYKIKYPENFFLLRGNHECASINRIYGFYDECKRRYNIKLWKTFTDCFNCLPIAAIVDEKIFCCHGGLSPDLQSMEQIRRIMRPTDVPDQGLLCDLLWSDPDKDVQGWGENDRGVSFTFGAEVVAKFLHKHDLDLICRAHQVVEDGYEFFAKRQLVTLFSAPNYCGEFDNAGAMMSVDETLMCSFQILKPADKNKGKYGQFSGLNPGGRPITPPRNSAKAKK
proCasp3 act: activators of human procaspase-3; recombinant procaspase-3 D3A, Ac-DEVD-pNA absorbance 405 nm; activation, % at 8.5 µM; 0.11% of 330,000 active; AID 463141;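 active = activation above the mean of all tested compounds plus 3 SD, cut at about 21% in these data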;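 also: 0% = DMSO alone and 100% = DMSO wells spiked with extra 5 µM PC-3 D3A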
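Assay system: Procaspase-3 D3A mutant, all three cleavage aspartates alanine. Buffer or medium: Zinc-free HEPES saline buffer with Triton X-100. Times: 1 h compound preincubation, 2 h substrate hydrolysis at 25 °C. Measured by: 405 nm absorbance of p-nitroaniline, reads at 0 and 120 min. Read-out basis: percent activation relative to control range. Replicates: singlicate.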
HCV core dimer: blocks dimerization of HCV core protein; 0.33% of 300,000 active; inhibition, % at 5 µM; TR-FRET GST/Flag-core106 dimerization, 1536-well; AID 1899;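 active = inhibition above the mean of all tested compounds plus 3 SD, set per screening campaign, cut at about 45% in these data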
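System: GST/Flag-tagged HCV core106 proteins. Incubation: compound-protein-antibody incubation 4 h at 22.5 °C. Technique: HTRF with 340 nm excitation, 617/671 nm emission. Medium: KF-containing HEPES buffer, pH 7.45, DTT, CHAPS, BSA. Read-out: inhibition (%) from 671 over 617 nm ratio. Also added: Eu(K)-anti-GST 90 ng/mL plus XL665-anti-Flag 1 µg/mL.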
Fh CTSL1 inh: cathepsin L1 inhibition, PFM18AAP counter-screen; inhibition, % at 5.96 µM; 0.49% of 300,000 active; recombinant F. hepatica cathepsin L1, Z-Leu-Arg-MCA fluorescence;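 active = inhibition above the mean of all tested compounds plus 3 SD, set per screening campaign, cut at about 17% in these data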;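 also: 0% = plate median of test compound wells and 100% = 1 µM Z-Phe-Ala-diazomethylketone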
GRK2 inh: inhibitors of human GRK2 displacing RNA aptamer. bead flow cytometry, FAM-aptamer displacement from GRK2. 0.59% of 330,000 active. P25098. AID 488847. inhibition of aptamer binding, % at 10 µM;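 active = inhibition of aptamer binding above 40%, roughly 3 SD of noise, on plates passing a quality check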;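 also: median bead fluorescence of bound FAM aptamer so fluorescent compounds give negative values; no value below 0 was filed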
VLA-4 inh: inhibition in a human VLA-4 binding assay; P13612; VLA-4 expressing cells, ligand binding flow cytometry; inhibition, % (about 7 µM as worked out from the volumes in the protocol); 0.2% of 330,000 active; AID 2557; in the data active = inhibition above about 50%
PP5 inh: inhibitors of human protein phosphatase 5 (PP5). P53041. purified PP5c, OMFP substrate fluorescence. inhibition, % at 6.7 µM. 0.18% of 320,000 active. AID 1987;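 active = inhibition above the campaign's mean inhibition across all tested compounds plus 3 SD, cut at about 9.5% in these data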;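 also: 0% = DMSO only and 100% = 100 µM cantharidin control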
GASC-1 inh: inhibitors of human GASC-1 (JMJD2C) demethylase; AID 2099; 0.069% of 330,000 active; inhibition, % at 2.35 µM; GST-JMJD2C(1-420) H3K9me3 demethylation, DELFIA europium;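 active = more than half of a compound's replicate wells show inhibition beyond 50%, single wells judged on their own value; inconclusive = some, but no more than half, of replicates pass 50% inhibition; inactive = no replicate passes 50% inhibition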;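 also: signal counts dimethyl H3K9 product captured on neutravidin plate; 0% = median of DMSO wells and 100% = 0.3 times that DMSO median; strong numbers were not always called active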
Target sequence (Q9H3R0 1-420 limits assumed): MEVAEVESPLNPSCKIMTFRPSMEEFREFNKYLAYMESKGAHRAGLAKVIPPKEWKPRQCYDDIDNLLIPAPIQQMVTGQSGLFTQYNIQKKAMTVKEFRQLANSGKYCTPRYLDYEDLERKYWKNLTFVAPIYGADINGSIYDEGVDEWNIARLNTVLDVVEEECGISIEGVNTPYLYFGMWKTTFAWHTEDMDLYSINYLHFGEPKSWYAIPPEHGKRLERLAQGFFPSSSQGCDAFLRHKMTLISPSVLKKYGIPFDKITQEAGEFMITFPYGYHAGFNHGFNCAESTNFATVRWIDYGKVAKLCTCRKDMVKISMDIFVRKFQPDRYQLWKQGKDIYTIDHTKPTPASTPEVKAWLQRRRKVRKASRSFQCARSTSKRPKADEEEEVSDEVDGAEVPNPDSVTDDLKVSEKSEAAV
* = called active by the depositor; ? = inconclusive; / = not tested or not shown; & = joins results of further samples.

SMILES	proCasp7 act	PP1 inh	proCasp3 act	HCV core dimer	Fh CTSL1 inh	GRK2 inh	VLA-4 inh	PP5 inh	GASC-1 inh
O=C1OCc2cc(NC(=O)C34CC5CC(CC(C5)C3)C4)ccc21	-2	-2	15	0	2	0	2	2.1	2
CCCSc1nnc(CSc2ncccn2)n1C	3	-3	2	-2	-3	2	17	-0.5	-15
O=C(c1cccnc1)N1CCN(S(=O)(=O)c2ccc(F)cc2)CC1	14	-5	6	0	2	1	27	-2.5	-13
O=C(c1cccs1)N1CCN(CCc2ccccc2)CC1	5	-3	-6	-1	5	4	0	-3.0	1
O=C(N/N=C/c1ccncc1)c1cc(Br)ccc1OCc1ccccc1	4	5	8	9	5	10	24	-1.1	2
O=C(NCc1ccc2c(c1)OCO2)C(=O)NCC1OCCCN1S(=O)(=O)c1cc(F)ccc1F (centres undefined)	-2	-2	-1	13	-2	0	6	-2.1	1
CC1CCN(C(=O)C2CCN(S(=O)(=O)c3ccc(-n4cnnn4)cc3)CC2)CC1	11	-3	3	1	-2	0	8	-3.0	-4
Cc1cc(C)n(-c2nnc(C)n2/N=C/c2ccco2)n1	-10	-2	0	-3	0	0	33	3.4	35
CC1CCCCC1NC(=O)CSC1=Nc2ccccc2C2CC=NN12 (centres undefined)	-1	1	10	/	/	5	10	3.9	-3
COc1ccc(/C(O)=C2/C(=O)C(=O)N(CC3CCCO3)C2c2cccc(OC)c2)cc1 (centres undefined)	3	-3	2	-2	5	2	-3	-1.0	5
COc1cccc(S(=O)(=O)Nc2cccc(C(=O)N3CCCCCC3)c2)c1	3	-2	0	3	4	0	23	0.2	33
COc1ccc(NC(=O)Nc2c[nH]c(=O)[nH]c2=O)cc1OC	-11	-4	4	-4	2	3	2	1.3	33
CSc1cccc(NC(=S)Nc2ccc(F)cc2)c1	-17	1	-6	4	3	0	0	2.2	-10
C/C(=N\Nc1ccc(S(=O)(=O)N2CCCCC2)cn1)c1cccc(Br)c1	-1	5	-1	/	/	2	12	4.1	12
O=S(=O)(c1ccccc1)N1CCN=C1SCc1cccnc1	11	1	10	1	4	4	-1	2.0	8
C/C(N)=C(/C#N)C(=O)COC(=O)COc1ccc(Cl)cc1C	1	3	-5	-3	-12	2	8	1.9	-8
COC(=O)/C=C/CSC1=N/C(=C/c2ccc(-n3cncn3)cc2)C(=O)N1	2	3	5	-8	1	0	-25	1.5	8
CC1Cc2cc(/C(O)=C3/C(=O)C(=O)N(CCCN4CCOCC4)C3c3ccc(C(C)C)cc3)ccc2O1 (centres undefined)	-16	1	-2	21	5	0	4	-0.3	?
NC(=O)CC(NC(=O)c1ccc(Br)cc1)c1ccc(NCCc2ccc(F)cc2)c([N+](=O)[O-])c1 (centres undefined)	-3	25*	1	7	0	2	-2	-1.4	-20
COc1cc(/C=C/C(=O)OCC(=O)N2CCC(C)CC2)ccc1OCC#N	-2	-2	0	/	/	2	-5	0.3	4
O=C(Nc1ccccc1)c1ccc2nsnc2c1	-3	-8	6	7	-3	1	-3	1.3	1
C=CCN1C(=O)c2ccc(C(=O)N3CCN(S(=O)(=O)c4cccc([N+](=O)[O-])c4)CC3)cc2C1=O	-2	-4	-1	/	/	5	-3	3.0	-8
CCc1ccc2[nH]c(=O)c(CN(Cc3ccc(F)cc3)C(c3nnnn3CCN3CCOCC3)C(C)C)cc2c1 (centres undefined)	1	-1	-4	-1	5	2	-11	-2.6	-2
CCN1CC=C2C(C#N)=C(N)C(C#N)(C#N)[C@H](c3ccoc3)[C@H]2C1	0	0	-2	2	5	5	-2	1.5	2
CSc1nc2c(c(=O)[nH]c(=O)n2C)n1Cc1ccc(Cl)cc1	18	-2	-6	2	-1	0	3	4.1	-7
Cc1cc(CN(C)C(=O)CC2C(=O)NCCN2Cc2c(F)cccc2Cl)n[nH]1 (centres undefined)	-9	-2	-1	-2	4	3	9	-3.1	-11
CCN(CC)CCNC(=O)CCc1nn(C)c(=O)c2ccccc12	9	-1	-5	0	-2	0	-7	-1.1	25
CCN=c1sc(C(=O)NCCc2ccccc2)cc(=O)n1CC	0	-6	-10	-3	-1	0	-7	0.4	10
CCC1CCC(C(=O)NC(C(=O)NCCN2CCOCC2)C(C)C)CC1 (centres undefined)	-9	-3	11	-1	30*	4	19	-1.0	-8
O=C1CCCN2N=C(SCC(=O)Nc3nccs3)SC2=N1	3	1	-4	5	-2	1	37	-2.8	23
Cn1c(SCc2nc3ccccc3n2CCO)nc2ccccc21	13	-2	1	0	-2	0	20	4.0	37
CC(=O)c1cc(CN2C(=O)CCC2=O)cs1	-7	-2	9	-4	-1	0	6	-0.9	-3
O=C(Cc1ncc(C(F)(F)F)cc1Cl)NNc1cccc(F)n1	8	3	13	1	-4	0	1	0.2	-33
N#C/C(=C(/O)CSc1nnc(Cc2cccs2)n1C1CCCCC1)c1nc2ccccc2[nH]1	-2	5	5	63*	-4	4	-15	1.7	-3
Cc1nc(C)c(Cc2ccccc2Cl)c(=O)[nH]1	3	-6	9	4	-2	4	-12	-0.8	9
O=C(CSc1nccn1-c1ccccc1)c1ccc(Cl)cc1	5	-3	-10	1	1	3	-47	-1.1	-1
CCOC(=O)c1cnc(SC2CC(=O)N(c3ccc(OC)c(OC)c3)C2=O)nc1N (centres undefined)	-4	8	-23	-1	2	45*	-5	-0.2	-10&0
CCC(Oc1ccccc1)C(=O)Nc1cc(C(F)(F)F)ccc1N1CCOCC1 (centres undefined)	1	10	1	2	1	1	1	4.0	-8
CS(=O)(=O)N1CCN(c2ccccc2NC(=O)CSc2ccc(Cl)cc2)CC1	0	2	6	3	3	0	6	0.7	-9
CCOc1ccc(NC(=O)Nc2cccc(C)n2)cc1	3	0	-2	-15	-4	7	0	1.3	-4
Cc1ccc(S(=O)(=O)N(C)c2ccc(C(=O)Nc3ccc(C)cn3)cc2)cc1	2	-1	-3	2	2	1	36	4.4	2
COc1ccc(-c2cc(C(=O)Oc3ccc([N+](=O)[O-])cc3)c3ccccc3n2)cc1	5	-3	-7	7	2	0	3	0.5	7
CCC(C(=O)NCC1CCCO1)N(C(=O)CNS(=O)(=O)c1ccccc1)c1ccc(F)cc1 (centres undefined)	-1	-4	2	0	4	0	9	-0.8	-3
COc1ccc(-c2c(C(C)=O)c(C)nc3sc4c(c23)NC(c2ccccc2)NC4=O)cc1 (centres undefined)	8	-2	-9	3	-3	2	-9	-1.3	0
CCOc1ccccc1NC(=O)c1ccccc1NS(C)(=O)=O	5	-2	3	5	0	4	-1	2.5	-7

Reprinted from the part before: 6 entries, then new ones.
SMILES	proCasp7 act	PP1 inh	proCasp3 act	HCV core dimer	Fh CTSL1 inh	GRK2 inh	VLA-4 inh	PP5 inh	GASC-1 inh
CCOc1ccc(NC(=O)Nc2cccc(C)n2)cc1	3	0	-2	-15	-4	7	0	1.3	-4
Cc1ccc(S(=O)(=O)N(C)c2ccc(C(=O)Nc3ccc(C)cn3)cc2)cc1	2	-1	-3	2	2	1	36	4.4	2
COc1ccc(-c2cc(C(=O)Oc3ccc([N+](=O)[O-])cc3)c3ccccc3n2)cc1	5	-3	-7	7	2	0	3	0.5	7
CCC(C(=O)NCC1CCCO1)N(C(=O)CNS(=O)(=O)c1ccccc1)c1ccc(F)cc1 (centres undefined)	-1	-4	2	0	4	0	9	-0.8	-3
COc1ccc(-c2c(C(C)=O)c(C)nc3sc4c(c23)NC(c2ccccc2)NC4=O)cc1 (centres undefined)	8	-2	-9	3	-3	2	-9	-1.3	0
CCOc1ccccc1NC(=O)c1ccccc1NS(C)(=O)=O	5	-2	3	5	0	4	-1	2.5	-7
CN(Cc1ccccc1)C(=O)CN1C(=O)NC2(CCCC2)C1=O	10	1	4	/	/	2	6	1.2	8
O=C(Nc1ccc2nc(-c3ccccc3)[nH]c2c1)c1cccs1	4	3	7	-4	4	1	-11	3.5	24
O=C(NCc1ccc2c(c1)OCO2)c1c[nH]c2ccc(S(=O)(=O)N3CCOCC3)cc2c1=O	-2	4	-2	-3	0	2	12	1.6	5
CCn1c(SCC(=O)Nc2ccc(OC)cc2)nc2c1c(=O)n(C)c(=O)n2C	-1	-5	-4	-15	-3	3	-4	-0.3	5
O=[N+]([O-])c1ccc(/C=[N+](\[O-])[C@@H]2CCCC[C@@H]2/[N+]([O-])=C/c2ccc([N+](=O)[O-])o2)o1	-10	1	-10	-5	3	5	1	1.1	89*
CCC(C)[C@H](NC(=O)N1CCn2c1nc1ccccc12)C(=O)NCCc1ccccc1 (some centres undefined)	-5	2	9	3	1	2	10	1.7	-5
CC(C)c1nnc(NC(=O)Cc2ccccc2[N+](=O)[O-])s1	0	-2	-1	1	8	19	-2	-0.2	11
Cc1cccc(NC(=S)N(CCN2CCOCC2)Cc2cc3cc4c(cc3[nH]c2=O)OCCO4)c1	11	-5	3	7	3	0	12	-3.1	52
CCC(=O)NC(c1ccc([N+](=O)[O-])cc1)c1c(O)ccc2ccccc12 (centres undefined)	-5	-2	-2	2	-8	1	8	2.5	11
Cc1oc2cc(O)cc(C)c2c(=O)c1-c1cnn(-c2ccccc2)c1	-10	1	-5	6	-4	3	30	3.6	7
COc1ccc(C)cc1Nc1nc(C)nc2sc(C)cc12	2	-2	5	2	-4	2	-7	-0.2	0
O=C(CSc1nnc(C2CC2)n1CC1CCCO1)Nc1ccc(Cl)cc1 (centres undefined)	2	-3	-3	7	-1	0	10	2.0	6
COc1ccc(NS(=O)(=O)c2ccc(C(=O)N3CCN(Cc4ccccc4)CC3)cc2)cc1	13	2	2	2	3	0	-27	4.0	-4
CCCn1c(SCC(=O)N2c3ccccc3Sc3ccccc32)nc2ccccc21	3	7	-11	9	0	1	11	2.1	7
O=C(CSc1nnc(-c2ccccc2Cl)o1)Oc1ccc(Br)cc1	3	-4	3	1	-3	1	91*	4.4	-6
COC(=O)c1cccc(NC(=O)CN2C(=O)c3ccccc3C2=O)c1	8	-2	9	-9	-2	/	0	1.6	-13
COc1ccc(S(=O)(=O)N2CCN(c3c(C)cccc3C)CC2)cc1OC	12	-2	-6	-2	-2	3	6	1.8	-1
CCOC(=O)CN(C(=O)Cn1nnc2ccccc21)C(C(=O)NCCOC)c1ccccc1C (centres undefined)	12	-1	-9	-9	-5	4	3	0.9	-10&3
O=C(NC1CCCCC1)c1ccc(Br)o1	-2	-3	-2	3	1	0	0	-2.0	-2
O=C(NCc1ccc(Cl)cc1)C(=O)NCC1OCCN1S(=O)(=O)c1ccc2c(c1)OCCO2 (centres undefined)	-4	-1	2	8	2	6	7	0.3	-6
